# Screens as filed in PubChem BioAssay.
# V-ATPase pHluor: yeast V-ATPase proton transport regulation by pHLuorin; S. cerevisiae, pHLuorin cytosolic pH fluorescence; response, % at 10 µM; actives 0.37% (n = 350,000); AID 504577; in the data active = response mostly above about 7.3%, no sharp cut-off; inactive = mostly below about 5.4%; also: actives read high; inactives centre near 0; some compounds called inactive have numbers as strong as hits
# Keap1 Nrf2 FP: Keap1-Nrf2 (human) interaction inhibition | inhibition, % at 9.4 µM | Keap1 Kelch-Nrf2 peptide fluorescence polarization, 1536-well | actives 0.15% (n = 340,000) | Q14145 | AID 504523; in the data active = inhibition above about 12%;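 also: human Keap1 Kelch domain with fluorescein labeled Nrf2 9mer peptide probe; 0% = neutral control wells and 100% = peptide positive control; higher means more block of Keap1 binding to Nrf2 peptide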
# DAGLB inhibitor: diacylglycerol lipase beta (human) inhibition; Q8NCG7; HEK293T DAGLB membrane lysate, EnzChek fluorogenic substrate; inhibition, % at 5.17 µM; actives 0.059% (n = 340,000); in the data active = inhibition above about 34%;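 also: 0% = enzyme with vehicle and 100% = wells lacking enzyme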
# Arr AP2 block: human beta-arrestin and AP2 interaction inhibition; FITC-arrestin peptide / GST-AP2 beads, flow cytometry; AP2 beta2 appendage carries R879A mutation; inhibition, % at 10 µM; actives 0.31% (n = 340,000); AID 504490;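 active = inhibition above a set limit, near 3 SD of compounds lacking own fluorescence, cut at about 54% in these data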;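 also: plate controls were DMSO wells for no effect and 5 µM unlabelled arrestin peptide for full effect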
#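 Material – AP2 appendage R879A on GSH beads · Buffer or medium – PBS with 0.05% Tween 20 and 0.1% BSA · Probe or stimulus – fluorescein-tagged arrestin peptide at 50 nM final · Incubation – compound with beads 12 min RT, then probe 1 h RT · Detection – high-throughput flow cytometry of beads, ex 488, em 535 nm · Evaluation – percent response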
# Cardiac RTF inh: cardiac RTF calcium desensitization | actives 0.12% (n = 340,000) | IANBD-labeled cardiac RTF, Ca2+ fluorescence | P19429+P45379 | inhibition, % at 7.15 µM | AID 493244;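 active = inhibition above the mean inhibition of all tested compounds plus 3 SD, cut at about 17% in these data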;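 also: assay run at fixed EC70 calcium of 1.6 mM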
# CAL PDZ FP-1: blocks peptide binding to the human CAL PDZ domain. purified CAL PDZ, TMR-peptide fluorescence polarization, 1 h. inhibition, % at 24.9 µM. actives 0.92% (n = 300,000). AID 602252. Q9HD26;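 active = mean inhibition of at least 30% with at least half of replicates also reaching 30%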;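 also: 0% = DMSO neutral control and 100% = excess unlabeled competitor peptide PRC23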
# LANA DNA inh: inhibitors of KSHV LANA C-terminal domain DNA binding | AID 504423 | actives 0.078% (n = 340,000) | MBP-C-LANA/FAM-LBS DNA binding, fluorescence polarization | inhibition, % at 9 µM;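 active = highest replicate inhibition at or above 60% at 9 µM, even if other replicates fall short; inactive = all replicates below 60% inhibition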;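 also: 0% = neutral control wells and 100% = 4 µM acridine orange control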
# CAL PDZ FP-2: inhibitors of human CAL PDZ peptide binding. AID 504414. inhibition, % at 20 µM. actives 0.02% (n = 330,000). purified CAL PDZ, TMR-peptide fluorescence polarization, 1 h. Q9HD26;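 active = highest replicate inhibition of at least 40%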;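 also: plate controls were DMSO neutral control wells for no effect and unlabeled competitor peptide control wells for full effect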
#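 material = purified tagged CAL PDZ domain construct (CerCALP) | buffer or medium = sodium phosphate/NaCl buffer pH 7.4 with TCEP, IgG, Thesit | reagent = TMR-labelled reporter peptide T*-PRC34 bound in PDZ groove | incubation = 1 h room-temperature incubation prior to read | measured by = fluorescence polarization (mP) | evaluation = percent inhibition from loss of millipolarization | control set = unlabelled peptide and DMSO controls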
# Pemphigus Ab inh: blocks pemphigus antibody binding to human desmoglein-3 | P32926 | AID 588358 | actives 0.48% (n = 310,000) | DSG3-coupled beads, scFv-anti-DSG3-GFP binding, flow cytometry; active compounds read low | binding (percent of control), % at 10 µM;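 active = binding more than 3 SD below its plate's average and above zero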;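 also: hits lower antibody fragment binding to DSG3; some compounds called inactive have numbers as strong as hits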
# NSD2 HMT inh: NSD2 (human) methyltransferase inhibition; O96028; NSD2 peptide methylation, AlphaScreen, 120 min; AID 743445; actives 0.54% (n = 310,000); inhibition, % at 12.5 µM; in the data active = inhibition above about 50%
# Target sequence (O96028 whole entry, looked up): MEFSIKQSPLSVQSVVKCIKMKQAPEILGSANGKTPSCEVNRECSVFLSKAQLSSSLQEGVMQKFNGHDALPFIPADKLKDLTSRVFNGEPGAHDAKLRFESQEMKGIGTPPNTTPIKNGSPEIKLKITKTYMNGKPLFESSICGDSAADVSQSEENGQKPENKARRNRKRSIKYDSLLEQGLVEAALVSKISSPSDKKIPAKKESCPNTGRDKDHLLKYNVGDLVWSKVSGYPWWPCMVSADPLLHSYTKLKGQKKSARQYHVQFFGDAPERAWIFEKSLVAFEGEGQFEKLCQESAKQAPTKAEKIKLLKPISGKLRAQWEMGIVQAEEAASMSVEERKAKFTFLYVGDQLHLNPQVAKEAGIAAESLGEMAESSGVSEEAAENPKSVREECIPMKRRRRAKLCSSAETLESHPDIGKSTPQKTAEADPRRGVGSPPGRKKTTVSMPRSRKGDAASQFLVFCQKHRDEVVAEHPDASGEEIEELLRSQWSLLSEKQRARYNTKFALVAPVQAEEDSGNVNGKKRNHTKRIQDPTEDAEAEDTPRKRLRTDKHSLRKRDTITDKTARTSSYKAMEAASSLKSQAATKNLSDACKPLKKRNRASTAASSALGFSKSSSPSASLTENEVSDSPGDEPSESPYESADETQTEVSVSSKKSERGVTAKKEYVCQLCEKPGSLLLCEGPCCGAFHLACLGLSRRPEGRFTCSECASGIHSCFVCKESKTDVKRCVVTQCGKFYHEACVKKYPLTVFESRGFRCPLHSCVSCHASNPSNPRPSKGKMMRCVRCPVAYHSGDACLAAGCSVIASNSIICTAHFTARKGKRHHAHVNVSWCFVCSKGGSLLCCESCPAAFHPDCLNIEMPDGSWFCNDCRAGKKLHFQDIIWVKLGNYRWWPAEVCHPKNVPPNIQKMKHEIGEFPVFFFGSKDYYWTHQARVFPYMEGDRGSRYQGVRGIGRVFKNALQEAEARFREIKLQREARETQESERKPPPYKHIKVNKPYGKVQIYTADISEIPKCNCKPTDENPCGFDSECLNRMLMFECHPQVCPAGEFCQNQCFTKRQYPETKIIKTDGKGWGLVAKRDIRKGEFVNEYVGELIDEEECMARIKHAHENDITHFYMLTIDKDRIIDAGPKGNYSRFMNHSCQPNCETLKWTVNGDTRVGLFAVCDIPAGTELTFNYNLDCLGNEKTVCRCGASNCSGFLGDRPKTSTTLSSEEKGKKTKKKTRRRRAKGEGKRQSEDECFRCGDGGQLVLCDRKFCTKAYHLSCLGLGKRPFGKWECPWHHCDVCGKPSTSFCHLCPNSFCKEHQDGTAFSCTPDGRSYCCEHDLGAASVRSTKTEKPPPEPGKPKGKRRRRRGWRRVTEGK
# Starred values were filed as active, the others as inactive; x = not tested or not shown.
# Preview (7 entries):
SMILES,V-ATPase pHluor,Keap1 Nrf2 FP,DAGLB inhibitor,Arr AP2 block,Cardiac RTF inh,CAL PDZ FP-1,LANA DNA inh,CAL PDZ FP-2,Pemphigus Ab inh,NSD2 HMT inh
CCOC(=O)C1=C(C)N(CCC(=O)O)C(=O)NC1c1ccccc1Cl (configuration not stated),7,-5,2,-1,-12,-11,0.8,-0.1,112,x
CC/C(Cc1ccccc1)=N/NC(=O)CCn1nnc2ccccc21,2,-3,1,4,-4,-3,-0.8,0.0,103,0
O=C(CSc1cccc2cccnc12)N/N=C/c1cccc(O)c1,0,-2,-4,13,6,-3,-0.6,-4.0,91,1
CCOc1cccc(CN2CCCC(CCC(=O)NCc3ccccc3F)C2)c1O (configuration not stated),-2,0,1,20,-2,x,1.0,-1.2,104,0
O=C(NCc1ccccc1)N1CCOc2ccccc21,1,2,-1,-1,2,-1,-0.7,0.5,107,3
COc1ccccc1OCc1nc(C#N)c(N2CCC(C(N)=O)CC2)o1,6,-5,0,-1,-5,-1,0.3,-2.0,x,-2
O=C(c1cc2ccccc2oc1=O)N(Cc1ccco1)C1CCS(=O)(=O)C1 (configuration not stated),7,0,-1,5,-8,0,0.7,0.2,104,3

# The list itself, previewed entries included:
SMILES,V-ATPase pHluor,Keap1 Nrf2 FP,DAGLB inhibitor,Arr AP2 block,Cardiac RTF inh,CAL PDZ FP-1,LANA DNA inh,CAL PDZ FP-2,Pemphigus Ab inh,NSD2 HMT inh
CCOC(=O)C1=C(C)N(CCC(=O)O)C(=O)NC1c1ccccc1Cl (configuration not stated),7,-5,2,-1,-12,-11,0.8,-0.1,112,x
CC/C(Cc1ccccc1)=N/NC(=O)CCn1nnc2ccccc21,2,-3,1,4,-4,-3,-0.8,0.0,103,0
O=C(CSc1cccc2cccnc12)N/N=C/c1cccc(O)c1,0,-2,-4,13,6,-3,-0.6,-4.0,91,1
CCOc1cccc(CN2CCCC(CCC(=O)NCc3ccccc3F)C2)c1O (configuration not stated),-2,0,1,20,-2,x,1.0,-1.2,104,0
O=C(NCc1ccccc1)N1CCOc2ccccc21,1,2,-1,-1,2,-1,-0.7,0.5,107,3
COc1ccccc1OCc1nc(C#N)c(N2CCC(C(N)=O)CC2)o1,6,-5,0,-1,-5,-1,0.3,-2.0,x,-2
O=C(c1cc2ccccc2oc1=O)N(Cc1ccco1)C1CCS(=O)(=O)C1 (configuration not stated),7,0,-1,5,-8,0,0.7,0.2,104,3
Nc1ccc(-c2ccc(N)c(C(=O)O)c2)cc1C(=O)O,-1,5,0,9,-4,2,7.0,0.4,91,8
CCCc1cc(C(=O)N2CCCC(N3CCN(c4ccccc4F)CC3)C2)n(C)n1 (configuration not stated),5,-5,-2,0,4,1,-1.5,-2.1,113,-2
C/C=C/c1ccc(OCC(=O)Nc2ccc(C(N)=O)cc2)c(OC)c1,4,1,-2,31,2,-1,-0.2,-2.6,101,1
CC(=O)Nc1ccccc1OCC(=O)NCC(F)(F)F,0,-1,-1,0,-4,0,1.2,-1.3,102,0
CC(C)Cc1ccc(C(C)C(=O)Nc2cccnc2)cc1 (configuration not stated),4,-2,2,4,-1,-5,-2.5,-0.8,101,-7
COc1cc(C(C)=O)ccc1OCC(O)CN(CCO)Cc1ccccc1 (configuration not stated),4,0,0,8,-7,-2,0.3,-3.9,96,-2
CN(C(=O)COc1ccccc1)c1nnc(-c2ccncc2)s1,1,-2,-2,1,-4,1,-2.2,-0.8,x,2
O=C(Nc1ccnn1C1CCN(Cc2ccc(CO)o2)CC1)c1ccccc1Cl,-7,1,-1,29,-11,-3,-1.1,-2.7,110,-2
O=C(O)c1cc(NC(=O)c2cccc(C(=O)Nc3cc(C(=O)O)cc(C(=O)O)c3)c2)cc(C(=O)O)c1,1,-1,1,2,-7,0,-0.2,1.1,98,12
COc1ccc(OC)c(S(=O)(=O)NCC(c2ccco2)N2CCc3ccccc3C2)c1 (configuration not stated),-1,0,0,-5,18*,-4,-1.2,0.1,x,-1
CCOC(=O)Cc1nnc(NC(=O)CSc2ccc(C)cc2)s1,3,-3,6,0,5,-2,-0.6,-3.7,101,x
Cc1cccc(C(=O)Nc2ccc(C(=O)N/N=C/c3ccc4c(c3)OCO4)cc2)c1,2,-5,5,5,4,-2,-0.8,-1.9,86,-4
O=C(c1ccc(S(=O)(=O)N2CCOCC2)cc1)N1CCN(c2ccccc2F)CC1,-1,3,3,2,-5,x,0.4,-0.6,100,0
Cc1cccn2c(=O)nc(SCC(=O)NCc3ccccc3)nc12,7,-4,0,0,-17,x,-0.3,0.1,106,-2
Cc1ccc(OCCCCNC(C)c2ccccc2)c(C)c1 (configuration not stated),11,0,0,6,0,0,-0.7,-1.7,124,8
CN1CCN(C(=O)c2ccc(S(=O)(=O)c3ccc(Br)cc3)cc2)CC1,1,-3,-1,10,-6,x,-1.2,0.2,103,8
Cc1cccc(NC(=O)C2CCC(CNC(=O)[C@@H]3Cc4ccccc4CN3)CC2)c1 (some centres not stated),1,-5,0,4,-2,-1,-0.2,-0.9,121,5
O=C(/C=C/c1c(F)cccc1Cl)N1CCOCC1,3,-1,-2,0,2,-2,-0.4,-2.8,113,1

# Whole records from above. Order of values: V-ATPase pHluor | Keap1 Nrf2 FP | DAGLB inhibitor | Arr AP2 block | Cardiac RTF inh | CAL PDZ FP-1 | LANA DNA inh | CAL PDZ FP-2 | Pemphigus Ab inh | NSD2 HMT inh
# Record of Cc1ccc(OCCCCNC(C)c2ccccc2)c(C)c1 (configuration not stated) = 11 | 0 | 0 | 6 | 0 | 0 | -0.7 | -1.7 | 124 | 8
# Record of CCCc1cc(C(=O)N2CCCC(N3CCN(c4ccccc4F)CC3)C2)n(C)n1 (configuration not stated) = 5 | -5 | -2 | 0 | 4 | 1 | -1.5 | -2.1 | 113 | -2

# The listing continues:
SMILES,V-ATPase pHluor,Keap1 Nrf2 FP,DAGLB inhibitor,Arr AP2 block,Cardiac RTF inh,CAL PDZ FP-1,LANA DNA inh,CAL PDZ FP-2,Pemphigus Ab inh,NSD2 HMT inh
Cc1ccc(C(=O)OCC(=O)NC(C)c2ccccc2)s1 (configuration not stated),1,-1,-3,9,-1,-5,3.7,-0.4,135,48
COc1ccc(C2=C/C(=C/c3cccnc3)C(=O)O2)cc1OC,-2,-6,-4,5,-10,-1,-2.1,-1.4,91,-2
CSc1ncnc2c1ccn2CC(=O)Nc1ccc(C)c(C)c1,1,-1,-7,8,-4,-1,-2.4,-0.8,100,x
CC(C)C[C@H](NC(=O)N1CC(=O)Nc2ccccc21)C(=O)N[C@H](Cc1ccccc1)C(=O)O,0,6,-1,8,4,-3,-2.5,0.4,98,x
Cc1cc(OCC(=O)OCC(=O)NCc2ccc3c(c2)OCO3)ccc1Cl,0,-6,-1,-4,-3,x,0.3,-0.6,95,0
CC[C@H](C)[C@H]1CNC(=O)C(=O)N1CC1CCN(CC2CCC(C)CC2)CC1 (some centres not stated),0,3,0,0,-4,-2,-0.1,-0.3,99,x
O=C(CSc1ccc(Cl)cc1)NC1CCCC1,-1,-3,-2,7,-2,6,0.0,-0.8,x,-2
CCOC(=O)c1cccc(NC(=O)CSc2nc3ccccc3c(=O)n2CCOC)c1,2,3,-6,6,-5,1,-2.2,-1.2,102,-1
CCS(=O)(=O)N1CCN(C(=O)c2ccccc2[N+](=O)[O-])CC1,0,-5,0,-3,-13,1,-0.1,-2.0,99,-3
COc1cccc(C2CC(C(F)(F)F)n3nc(C(=O)Nc4c(C)n(C)n(-c5ccccc5)c4=O)cc3N2)c1 (configuration not stated),0,-3,-4,14,-1,-1,-2.5,-2.0,121,-1
NS(=O)(=O)c1ccc(CCNC(=O)CSc2nc3ccccc3c(=O)n2CC2CCCO2)cc1 (configuration not stated),-4,4,0,14,-5,-7,-0.8,-2.5,94,0
Cc1nc2ccccc2c(=O)n1-c1ccc(F)c(NS(=O)(=O)c2ccccc2F)c1,-1,-3,4,-3,-16,0,0.8,-2.0,103,5
O=C(C1CCCO1)N1CCc2ccccc21 (configuration not stated),-4,-1,-1,7,-5,-2,1.2,-0.6,106,x
COc1ccc(-c2c(-c3ccc(S(C)(=O)=O)cc3)sc3ccc(OC)cc23)cc1,1,-2,-5,-3,9,-5,-0.4,-1.0,103,x
O=C(NC1CC1)c1cc2c(F)cccc2s1,6,-1,-1,0,4,-5,-1.1,-2.5,78,-3
COC(=O)C(C)N(C#N)c1nc(C)cc(C)n1 (configuration not stated),2,0,-1,-7,4,3,-0.1,-1.0,103,1
COc1ccc2ccccc2c1C1NC(=O)NC(C)=C1[N+](=O)[O-] (configuration not stated),2,3,0,4,-6,-2,-0.7,0.1,100,-2
Cc1ccc(NS(=O)(=O)c2ccc(C(=O)N3CCC3)cc2)cc1,-2,-5,2,-2,-8,1,-0.2,-1.7,107,-1
O=C(NCc1ccccc1)c1ncn[nH]1,-4,0,1,-5,-4,112*,1.5,0.2,98,-29
CCC(C)N1C(=O)S/C(=C/c2ccc3c(c2)n(C)c(=O)n3C)C1=O (configuration not stated),-2,1,-1,-6,-6,-3,0.1,-1.0,133,-3
COc1ccc(NC(=O)CN2C(=O)COc3ccc(C)cc32)cc1,1,-5,2,10,-2,-3,-3.2,x,89,0
CSc1ccccc1NC(=O)COC(=O)CCc1ccccc1,-1,-2,-8,-3,-1,-3,0.6,-2.0,89,-3
Cn1ncc(N=Cc2ccccc2[N+](=O)[O-])c1C(N)=O,3,-3,4,-4,-4,0,2.2,-0.7,105,21
CCC(C)(C)n1nnnc1CN1CCC(NC(=O)c2ccccc2C)CC1,3,1,0,17,-3,5,-0.1,-1.9,105,-1
Cc1ncoc1C(=O)N1CCCC(N2CCN(c3ccccc3F)CC2)C1 (configuration not stated),0,-2,2,0,-3,-3,-0.3,-2.2,97,0
O=C(Nc1cccc(Cl)c1)Nc1nnc(CC2=CCCCC2)s1,-1,2,1,10,-3,8,1.0,-0.3,100,1
CC(C)CCn1c(SCCc2ccccc2)nc2c1c(=O)[nH]c(=O)n2C,1,5,-1,-8,-2,1,-0.6,-0.8,106,1
CC(C)c1ccc(CN2CC(C(=O)O)CC2=O)cc1 (configuration not stated),0,-1,1,5,-15,x,-0.6,-0.8,95,-1
COC(=O)c1cn(C)c2ccc(S(=O)(=O)N3CCCC3)cc2c1=O,-1,-2,0,-5,-4,x,-0.3,-3.0,98,0

# An excerpt (hit frequency here may not be typical).
